# Source: PubChem
# A549 viability = Nrf2 qHTS screen for inhibitors: counterscreen for cytotoxicity; AID 504648, 2011; actives 0.16% (n = 390,000); A549 ARE-Fluc cells, CellTiter-Fluor viability, 18-24 h; Potency, µM (top dose mostly 46 µM), without a hit: top-dose activity change, negative = cytotoxicity, hits mostly inhibitors; note: potency is the fitted concentration of half-maximal effect; % is set by controls: 0 for no effect and ±100 for the full control effect
#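 Cytotoxicity counterscreen: CellTiter-Fluor fluorescence was measured in A549 ARE_Fluc cells after 18-24 h of compound exposure in a concentration series. The subsequent BugLite luminescent read reports ARE-luciferase activity.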
# Nrf2 inh = Nrf2 qHTS screen for inhibitors; A549 ARE-Fluc reporter, luciferase luminescence, 18-24 h; Potency, µM (highest dose often 46 µM), inactives show at the top dose activity change, negative = inhibition, most hits filed as inhibitors; actives 2.1% (n = 360,000); note: potency is the fitted concentration of half-maximal effect; % is set by controls: 0 for no effect and ±100 for the full control effect; nearly all actives have a fitted effect of over 60% in size
#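 A549 ARE_Fluc cells, 5000/well, 5% FBS OPTI-MEM; compounds in dose-response, 18-24 h at 37 °C/5% CO2; CellTiter-Fluor viability read (Ex 405/Em 525), then BugLite luciferase luminescence = Nrf2 activity.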
# TGFb inhibitor = qHTS for Inhibitors of TGF-b. HepG2 CAGA-GFP TGF-b/SMAD3 reporter, GFP fluorescence, 18 h; TGF-beta stimulated, 500 pg/mL final. Potency, µM (highest dose often 46.1 µM), inactives show top-dose activity, negative = inhibition, most hits filed as inhibitors. actives 1.2% (n = 410,000); note: potency is the fitted concentration of half-maximal effect; % is set by controls: 0 for no effect and ±100 for the full control effect; nearly all actives have a fitted effect of over 65% in size
#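 TGF-beta reporter screen: HEPG2 CAGA-GFP, 1% FBS, 500 pg/mL TGF-beta final, 18 h; per-cell GFP summed per well; curves fitted and categorized by class.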
# Nrf2 activator = qHTS of Nrf2 Activators. actives 0.31% (n = 410,000). Potency, µM (series often up to 46.1 µM), for the others: at the top dose activation, most hits filed as activators. AREc32 ARE-luciferase reporter (MCF7-derived line), luminescence, 24 h; note: potency is the fitted concentration of half-maximal effect; % of control where 0% means no effect; nearly all actives have a fitted effect of over 65% in size
#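 Reporter line AREc32 (ARE-Fluc), seeded overnight in OPTI-MEM with 5% FBS; compound pin-transferred, 24 hr at 37 deg C, 5% CO2; luminescent read-out.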
# HepG2 tox = qHTS for Inhibitors of TGF-b: Cytotox Counterscreen; HepG2 CAGA-GFP viability, ATP luminescence, 18 h; Potency, µM (highest dose often 46.1 µM), for inactives: top-dose activity change, negative = cytotoxicity, hits mostly cytotoxic; actives 0.76% (n = 410,000); AID 588856, 2011; note: potency is the fitted concentration of half-maximal effect; some results filed as inactive show a strong effect at the top dose
#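 HepG2 CAGA-GFP cells (1000/well, DMEM with 1% FBS) received compound, then TGF-beta at 500 pg/mL final, and were incubated 18 hours at 37 degrees C. Viability was read by CellTiter-Glo luminescence. Media-only wells were set as complete cell-killing and DMSO as no toxicity.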
# IL2 activator = qHTS of IL-2 Activators; IL-2 activation reporter assay, cell-based qHTS; stimulated with anti-CD3/CD4/CD28 beads; in transgenic mouse T cells; activation, % (series mostly up to about 46 µM); actives 0.065% (n = 360,000); AID 652025, 2013; in the data active = activation above about 50%; inconclusive = mostly about 30% to 49%; note: 0% is about no effect
#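 Unstimulated transgenic mouse T cells preincubated 60 min with compound, then stimulated with anti-CD3/anti-CD4-coated beads plus anti-CD28 for 18 h at 37 degrees C. IL-2 response read as EGFP and DsRed fluorescence by plate cytometry.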
# S2 tox = Viability Counterscreen for Primary qHTS for Inhibitors of ATXN expression; S2 cells (HEK-293 line with an ATXN2-luciferase reporter) viability, CellTiter-Fluor protease fluorescence, 24 h; Potency, µM (series often up to 56.7 µM), actives largely listed as cytotoxic; actives 0.49% (n = 400,000); AID 651635, 2014; note: potency is the fitted concentration of half-maximal effect; nearly all actives have a fitted effect of over 40% in size
# ATXN2 expr inh = Primary qHTS for Inhibitors of ATXN expression; HEK-293 ATXN2-luciferase reporter, luminescence, 24 h; Potency, µM (doses to about 57 µM), without a hit: at the top dose activity change, negative = inhibition, most hits filed as inhibitors; actives 0.72% (n = 360,000); AID 1745845, 2022; note: potency is the fitted concentration of half-maximal effect; % is set by controls: 0 for no effect and ±100 for the full control effect; nearly all actives have a fitted effect of over 55% in size
#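 qHTS (up to 57 uM final) was run with 24 h compound exposure of reporter cells at 37 °C. Each well was multiplexed: SteadyGlo luminescence measured ATXN2-luciferase expression after a fluorogenic Gly-Phe-AFC viability readout (25 uM final).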
# EPAC2 ag = qHTS for Agonist of cAMP-regulated guanine nucleotide exchange factor 4 (EPAC2): primary screen. Rap guanine nucleotide exchange factor 4 (Homo sapiens), Q8WZA2. actives 0.079% (n = 360,000). Potency, µM (titrated, usually from 154 µM), for the others: top-dose activation, hits mostly activators. EPAC2 activation, biochemical qHTS; response scale: 100% = 6.5 mM cAMP response; note: potency is the fitted concentration of half-maximal effect; nearly all actives have a fitted effect of over 50% in size
# Target sequence (Q8WZA2 whole entry, looked up): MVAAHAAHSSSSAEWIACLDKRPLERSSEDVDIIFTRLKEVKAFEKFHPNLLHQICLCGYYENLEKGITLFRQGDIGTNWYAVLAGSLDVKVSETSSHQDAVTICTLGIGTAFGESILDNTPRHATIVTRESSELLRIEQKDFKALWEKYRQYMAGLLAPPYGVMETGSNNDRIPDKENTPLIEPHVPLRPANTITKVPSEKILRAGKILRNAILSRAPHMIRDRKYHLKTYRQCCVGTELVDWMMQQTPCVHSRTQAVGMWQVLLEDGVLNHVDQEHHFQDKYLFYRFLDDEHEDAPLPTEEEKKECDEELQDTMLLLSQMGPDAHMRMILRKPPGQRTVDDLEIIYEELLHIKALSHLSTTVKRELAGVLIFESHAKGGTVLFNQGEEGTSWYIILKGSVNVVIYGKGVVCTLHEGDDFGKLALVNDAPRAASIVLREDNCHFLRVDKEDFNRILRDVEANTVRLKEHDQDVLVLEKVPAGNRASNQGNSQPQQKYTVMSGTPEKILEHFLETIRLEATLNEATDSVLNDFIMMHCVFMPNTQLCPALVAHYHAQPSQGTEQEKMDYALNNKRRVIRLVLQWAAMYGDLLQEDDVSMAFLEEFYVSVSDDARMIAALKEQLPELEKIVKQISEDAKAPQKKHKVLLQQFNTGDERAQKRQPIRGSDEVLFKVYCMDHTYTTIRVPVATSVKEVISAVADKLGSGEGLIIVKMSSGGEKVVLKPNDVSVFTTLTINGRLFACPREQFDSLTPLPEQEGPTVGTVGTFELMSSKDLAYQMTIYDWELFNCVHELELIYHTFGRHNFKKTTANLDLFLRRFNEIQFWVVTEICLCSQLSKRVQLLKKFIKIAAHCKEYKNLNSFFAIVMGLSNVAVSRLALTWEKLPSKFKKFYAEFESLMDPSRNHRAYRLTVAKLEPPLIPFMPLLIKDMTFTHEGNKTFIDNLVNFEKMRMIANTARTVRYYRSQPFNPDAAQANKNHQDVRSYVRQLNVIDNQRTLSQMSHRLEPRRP
#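 Compounds were added across a concentration range to EPAC2 (100 nM), RAP1B-BODIPY-GDP (250 nM) and GDP (50 uM). After 5 min at room temperature, fluorescence was recorded at 5-min intervals for 30 min.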
# Numbers without * were called inactive; i = inactive; ? = inconclusive; nt = not tested or not shown; & = joins results of further samples; [ ] = another dose, or the depositor's remark. Unless noted, calls come from the whole dose curve; as a rule, active = well fitted curve in the direction sought with a large enough effect; inconclusive = small, poorly fitted or top-dose-only effect, or another doubt; inactive = no such curve, though single readings can be large; an effect the other way counts as inactive or inconclusive.
# Fields: A549 viability | Nrf2 inh | TGFb inhibitor | Nrf2 activator | HepG2 tox | IL2 activator | S2 tox | ATXN2 expr inh | EPAC2 ag
COC(=O)c1cc2ccsc2n1CC(=O)N1CCCc2ccccc21
 : -7% | 1% | -2% | 3.2% | -22% | -0.8 | i | -10% | 10%
CCc1ccc(N2C(=O)Nc3ccc(Br)cc3C2(O)C(=O)NCCN(C)C)cc1 (stereo not drawn)
 : -1% | 0% | -1% | -0.3% | -20% | -0.9 | i | -25% | 6%
CC1CN(C(=O)NCc2ccccc2)c2cc(Cl)ccc2O1 (stereo not drawn)
 : 0%&0% | 4%&2% | -7%&-25% | 0.9%&7.3% | 1%&4% | -0.1 | i | 2% | 7%
Cc1cccc(NC(=O)CN(C)S(=O)(=O)c2cccc3cccnc23)c1C
 : 3% | 3% | 7% | -1.5% | -6% | -0.4 | i | nt | 3%
Cc1ccc(S(=O)(=O)NC(CC(C)C)C(=O)NCCCn2nc(C)cc2C)cc1 (stereo not drawn)
 : -6% | 3% | -3% | -0.7% | -5% | -0.7 | i | 3% | 11%
Nc1nc(SCc2ccc([N+](=O)[O-])cc2)c2ncn(C3OC(CO)C(O)C3O)c2n1 (stereo not drawn)
 : -4% | -12% | 3% | 0.0% | -48% | -4.2 | i | 2% | 12%
CN(CC(=O)NCc1cccnc1)S(=O)(=O)c1ccc2c(c1)c(=O)n(C)c(=O)n2C
 : 2% | 5% | -1% | -0.2% | 3% | 1.0 | i | 0% | 8%
COc1ccc(-n2c(=O)c3c(c4cc(OC)ccc4n3C)n(CC(=O)N3CCCC3)c2=O)cc1
 : -1% | 20% | -5% | 0.4% | -17% | nt | i | -6% | nt
Cc1noc(C)c1CSCC(=O)N(C)CC(=O)Nc1ccccc1Cl
 : -3% | ? | 9% | 0.3% | 3% | -3.9 | i | -5% | -5%
Cc1cc2c(n1-c1ccc(C(=O)NCCc3ccc(Cl)cc3)cc1)CCC(C)C2 (stereo not drawn)
 : 10% | -10% | 2% | ? | -29% | nt | ? | ? | nt
CCOc1cc(/C=C(\C#N)C(N)=O)ccc1OS(=O)(=O)c1ccccc1
 : 6% | 16% | -6% | -0.3% | -1% | 0.0 | i | -5% | 8%
Cc1cccc(OC(C)C(=O)Nc2ccc3c(c2)OCCO3)c1 (stereo not drawn)
 : 2% | 8% | 8% | 0.2% | -7% | -0.3 | i | 12% | 0%
c1coc(CN2CCN(C(c3cccs3)c3nnnn3C3CCCC3)CC2)c1 (stereo not drawn)
 : 4% | 7% | 0% | 2.1% | -20% | -1.9 | i | -18% | 11%
COc1cccc2cc(C(C)N(CCCN3CCOCC3)C(=O)Nc3ccc(Cl)cc3)oc12 (stereo not drawn)
 : -2% | -26% | 0% | 5.7% | -25% | -0.2 | i | -8% | 15%
CC(O)Cc1nsc(NC(=O)c2ccc(Br)o2)n1 (stereo not drawn)
 : -4% | 17% | -25% | 0.2% | 5% | -0.6 | i | 11% | 2%
CC(=O)c1ccc(N2CCN(C(C)C(=O)NC3CCCc4ccccc43)CC2)cc1 (stereo not drawn)
 : 1% | -24% | -20% | -0.1% | -5% | -0.5 | i | -1% | -9%
COc1ccc(/C=C2\SC(=S)N(CCC(=O)NC3=NCCS3)C2=O)cc1OC
 : -5% | -17% | 0% | -1.9% | 12% | ? | i | ? | -3%
Cc1nn(C)c(C)c1Sc1ccccc1N
 : 7% | ? | 8% | 0.0% | -2% | 0.7 | i | -8% | -2%
NS(=O)(=O)c1ccc(CCNC(=O)C2CCN(S(=O)(=O)c3ccc(Br)s3)CC2)cc1
 : 8% | 0% | -9% | 0.5% | -12% | -3.2 | i | -15% | 2%
CN(C)CCn1c(=O)n(C2CCCCC2)c(=O)c2c3c(sc21)CCCCC3
 : 1% | 3% | 0% | -0.6% | -5% | 0.4 | i | -10% | 10%
CCOc1ccc(CSc2nc(C)cc(COC)c2C#N)cc1OCC
 : 1% | -16% | -20% | 0.0% | -11% | 0.5 | ? | nt | 4%
CCOc1cc(CNC(=O)CN2C(=O)c3ccccc3S2(=O)=O)ccc1OC
 : 4% | 13% | -9% | 0.7% | -2% | -1.7 | i | 3% | -1%
S=C(NCCN1CCOCC1)Nc1cccc(Cl)c1
 : 8% | 21% | -2% | -0.4% | -1% | -2.4 | i | 6% | 3%
CCCc1nc2c(C)cc(Br)cn2c1Cc1cccc(F)c1
 : nt | nt | -22% | 13% | -32% | -0.6 | i | 7% | 18%
CC(Oc1ccccc1)C(=O)N1CCN(Cc2cc(=O)n3nc(-c4ccccc4Cl)sc3n2)CC1 (stereo not drawn)
 : -17% | nt | -4% | 23% | 2% | nt | i | 3% | nt
Cc1ccc(-n2nnc3c(=O)n(CC(=O)N4CCCC4)cnc32)cc1
 : -6% | nt | -9% | -1.2% | -2% | 0.3 | i | 4% | 2%
CCOC(=O)c1c(NC(=O)c2cccnc2Cl)sc(C(=O)N(C)C)c1C
 : -8% | -10% | -17% | 6.0% | 5% | -0.9 | i | 17% | 9%
Cc1ccc(-c2nc3c4ccccc4[nH]c(=O)n3n2)cc1
 : -1% | ? | 4% | 4.2% | -4% | nt | i | 57%[activator] | nt
O=C(CN(Cc1ccco1)C(=O)CNS(=O)(=O)c1ccccc1)NC1CCCCC1
 : -2% | 2% | 0% | -0.6% | 0% | -0.9 | i | 3% | 7%
O=C(Cc1nc2ccccc2[nH]c1=O)c1ccccc1
 : -5% | ? | -21% | ? | 0% | ? | nt | 130%[activator] | ?
O=C(Nc1c(-c2cccs2)nc2ccccn12)c1ccccc1F
 : -21% | -1% | -7% | -0.7% | 3% | -1.6 | i | nt | 11%
CCNC(=O)C1(C)CCCN(C(=O)C2(c3ccc(Cl)cc3)CCCC2)C1 (stereo not drawn)
 : nt | nt | -1% | 0.7% | -23% | -0.1 | i | -21% | 9%
Cc1oc2cc(Br)c(O)c(Br)c2c1C(=O)c1ccccc1
 : 2% | 14% | -23% | 0.8% | -32% | -2.0 | i | 34% | 12%
COc1ccccc1NC(=O)CCS(=O)(=O)c1ccc2c(c1)oc(=O)n2C
 : 1% | 8% | -5% | -0.2% | 1% | -2.4 | i | -5% | -1%
CCN1CCN(CC(=O)Nc2cc(C)on2)CC1
 : 5% | 1% | -2% | -0.2%[9.22 µM] | 4% | -3.2 | i | 0% | 3%
Cc1cc(=O)oc2cc(OCC(=O)N3CCN(C(=O)c4ccco4)CC3)ccc12
 : -1% | ? | -3% | 0.2% | -19% | 1.7 | ? | -3% | 2%
COc1ccc2c(c1)c1c(c(=O)n(-c3ccc(OC)c(OC)c3)c(=O)n1Cc1ccccc1C)n2C
 : -2% | ? | 15% | -1.3% | 1% | nt | nt | nt | nt
O=C1NC[C@H](CCCCN2C[C@H](Cc3ccc(O)cc3)N(CC3CCCCC3)C(=O)C2=O)N(CC2CCCCC2)C1=O
 : nt | nt | nt | 0.1% | nt | 1.0 | i | 4% | -6%
CC(=O)NCC(=O)OCC(=O)c1ccc(C)cc1
 : 1% | -2% | 0% | 0.1% | 3% | 0.0 | i | -17% | -3%
O=C(Nc1ccccc1OCc1cc(=O)n2ccccc2n1)c1cccc(Br)c1
 : -6% | nt | -1% | 3.5% | 2% | nt | nt | nt | nt
O=C(O)c1cccc(NC(=O)c2ccc3c(c2)C(=O)N(c2ccccc2)C3=O)c1
 : 7% | 0% | 4% | 0.0% | -1% | -1.9 | i | 3% | 14%
Cc1ccc(S(=O)(=O)N(CC(=O)Nc2ccc(C(C)C)cc2)Cc2ccccc2)cc1
 : 3% | ? | -22% | -0.1% | -25% | nt | i | -13% | nt
CCN(CC)S(=O)(=O)c1ccc(N2CCCC2)c(NC(=O)CSCc2c(C)noc2C)c1
 : nt | nt | -8% | 0.2% | -16% | -1.2 | i | nt | 15%
COc1ccc(C2=NN(c3ccccc3)C(=O)/C2=C\c2ccc(O)c(OC)c2)cc1
 : 3% | ? | -13% | 0.4% | 1% | -2.0 | i | nt | 6%
COc1ccc(Cl)cc1NC(=O)CSc1nc2ccccc2nc1N1CCCCC1
 : 9% | -3% | -11% | 5.1% | -3% | nt | i | 15% | nt

# Single records, from the list above. Screens in order: A549 viability | Nrf2 inh | TGFb inhibitor | Nrf2 activator | HepG2 tox | IL2 activator | S2 tox | ATXN2 expr inh | EPAC2 ag
# `CCN(CC)S(=O)(=O)c1ccc(N2CCCC2)c(NC(=O)CSCc2c(C)noc2C)c1` is entered as nt | nt | -8% | 0.2% | -16% | -1.2 | i | nt | 15%
# `Cc1oc2cc(Br)c(O)c(Br)c2c1C(=O)c1ccccc1` is entered as 2% | 14% | -23% | 0.8% | -32% | -2.0 | i | 34% | 12%

# (list continues)
# Fields: A549 viability | Nrf2 inh | TGFb inhibitor | Nrf2 activator | HepG2 tox | IL2 activator | S2 tox | ATXN2 expr inh | EPAC2 ag
COc1cc(OC)c(OC)cc1CNC(=O)c1cc(=O)[nH]c2ccccc12
 : -4% | -3% | -18% | 0.6% | 2% | 2.8 | i | 8% | -3%
O=C1CC(=O)C(n2cncn2)C(c2c(F)cccc2Cl)C1 (stereo not drawn)
 : -4% | 9% | ? | -0.8% | -2% | -2.0 | i | 0% | 9%
COc1ccc(S(=O)(=O)NCC(=O)N(CC(=O)NCC2CCCO2)c2c(C)cccc2C)cc1 (stereo not drawn)
 : 8% | nt | -7% | -0.2% | -22% | -1.4 | i | -2% | 10%
COC(=O)[C@H](Cc1c[nH]c2ccccc12)NC(=O)Nc1ccccc1OC
 : 6% | 20% | -1% | -0.3% | 17% | -0.4 | i | -22% | 0%
O=C(CCCOc1ccccc1)Nc1cccc(S(=O)(=O)N2CCCCCC2)c1
 : -4% | -20% | ? | -0.4% | -20% | 0.7 | i | -21% | -1%
